Screening data deposited in PubChem BioAssay by Broad Institute.
DLD1 CTGF mRNA: reduction of CTGF mRNA in DLD1 cells – DLD1 colon cancer cells, RT-qPCR, single point, primary screen (AID 743449); inhibition, % at 12.5 µM; hit rate 0.9% among 9,900; DLD1 CTGF mRNA qPCR, 24 h; stronger effect = higher value;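 active = mean normalized replicate activity at least 50 and at least half of replicates each reaching 50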;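 note: 0% = neutral control wells and 100% = dasatinib control wells; higher means stronger suppression of CTGF expression like dasatinib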
Pax4 mRNA alpha TC1: activators of Pax4 gene expression, primary screen, RT-PCR, mouse alpha TC1 cells, single point (AID 1053180). mouse alpha TC1 cells, Pax4 mRNA qPCR, 6 days; stronger effect = higher value; 100% = Pax4 plasmid added at qPCR. hit rate 0.2% among 9,600. activation, % at 10 µM;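 active = highest normalized replicate activity of 15 or more, or at least half the replicates reach 15 or more; inactive = neither condition met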;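 note: pax4 Ct normalized to GAPDH with activation seen as lower delta delta Ct; plate controls were plate neutral control wells for no effect and Pax4 plasmid positive control for full effect; each compound tested in two replicate wells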
* = called active by the depositor; x = not tested or not shown. These rows are one share of the data; rates above refer to the full screens.

Values in the order: Pax4 mRNA alpha TC1	DLD1 CTGF mRNA
- Cc1cccc(S(=O)(=O)N[C@H]2CC[C@@H](CCNC(=O)Nc3cc(F)ccc3F)O[C@H]2CO)c1
 : 0.0	10
- C[C@H]1CN([C@@H](C)CO)C(=O)c2cc(NC(=O)C3CCCCC3)ccc2O[C@H]1CN(C)C(=O)Nc1ccc(C(F)(F)F)cc1
 : 0.0	-8
- COc1ccc2c3c(n(C)c2c1)[C@H](CO)N(C(=O)Nc1ccc(F)cc1)CC31CN(C(=O)c2cccnc2)C1
 : 0.0	23
- O=C(C[C@H]1C=C[C@H](NC(=O)c2ccncc2)[C@H](CO)O1)NCC1CC1
 : 0.0	-3
- O=C(C[C@@H]1C[C@@H]2c3cc(NC(=O)C4CCOCC4)ccc3O[C@@H]2[C@@H](CO)O1)NCCN1CCCCC1
 : 0.0	23
- COc1ccc([C@H]2C/C=C\C[C@@H](c3ccc4c(c3)OCO4)NC(=O)CCC(=O)N2)c(OC)c1
 : 0.0	-9
- O=C(Nc1ccc(F)cc1)N1CC(=O)N2[C@H](CO)[C@@H](c3ccc(C4=CCCC4)cc3)[C@H]2C1
 : 0.0	12
- COc1ccccc1C#Cc1ccc([C@@H]2[C@H]3CN(C(=O)C4CCC4)CCCCN3[C@H]2CO)cc1
 : 0.0	15
- O=C(CC(F)(F)F)N1C[C@H]2[C@@H](c3ccccc31)[C@H](CO)N2CC1CCOCC1
 : 0.0	-37
- O=C(CN1CCOCC1)NC[C@@H]1N[C@@H](CO)[C@@H]1c1ccc(-c2ccccc2)cc1
 : 0.0	-10
- C[C@@H]1CN([C@H](C)CO)C(=O)c2cc(NC(=O)CCC(F)(F)F)ccc2O[C@@H](C)CCCCO[C@H]1CN(C)C(=O)c1ccncc1
 : 0.0	31
- O=C(Cc1cccnc1)N1CC(=O)N2[C@@H](CO)[C@H](c3ccc(/C=C/c4ccccc4)cc3)[C@@H]2C1
 : 0.0	10
- COc1ccc(NC(=O)N2C[C@H](O)COC[C@H]3O[C@@H](CC(=O)N4CCCCC4)CC[C@@H]32)cc1
 : 0.0	-40
- CC(C)NC(=O)N1CC(=O)N2[C@H](C1)[C@@H](c1ccc(/C=C/c3ccccc3)cc1)[C@@H]2CO
 : 0.0	-36
- C[C@H](O)C#Cc1ccc([C@H]2[C@H]3CN(C(=O)c4ccc5c(c4)OCO5)CCCCN3[C@H]2CO)cc1
 : 0.0	-62
- O=C(C[C@@H]1CC[C@H]2NC[C@H](O)COC[C@@H]2O1)NCCN1CCCCC1
 : 0.0	-41
- COc1ccc2c3c([nH]c2c1)[C@@H](CO)NCC31CN(S(=O)(=O)c2cccs2)C1
 : 0.0	17
- COc1cccc(CNC(=O)C[C@@H]2CC[C@H]3[C@@H](COc4ccc(NS(=O)(=O)c5ccccc5F)cc4C(=O)N3C)O2)c1
 : 0.0	-27
- O=C(Nc1ccc(F)cc1)N1CC(=O)N2[C@H](CO)[C@H](c3ccc(C#Cc4cccnc4)cc3)[C@@H]2C1
 : 0.0	-51
- C[C@H]1CN([C@@H](C)CO)C(=O)CCCn2nncc2CO[C@@H]1CN(C)S(=O)(=O)c1ccc2c(c1)OCCCO2
 : 0.0	-66
- C[C@H](CO)N1C[C@H](C)[C@H](CN(C)Cc2ccc(Cl)c(Cl)c2)Oc2ccc(NC(=O)CCCN(C)C)cc2C1=O
 : 0.0	4
- C[C@H]1CN([C@@H](C)CO)C(=O)c2ccccc2-c2ccccc2CO[C@@H]1CN(C)C(=O)c1cc(Cl)cc(Cl)c1
 : 0.1	-24
- N#C[C@H]1[C@@H](c2ccc(/C=C/c3ccccc3)cc2)[C@@H](CO)N1C(=O)C1CCCC1
 : 0.0	-54
- CC(C)CC#Cc1ccc([C@H]2[C@@H](CO)N3CCCCN(C(=O)Nc4ccccc4)C[C@H]23)cc1
 : 0.4	-95
- CCS(=O)(=O)N1CC2(CN(C(=O)c3cccnc3)C2)c2c(n(C)c3cc(OC)ccc23)[C@H]1CO
 : 0.0	-8
- CN1C(=O)c2cc(NC(=O)Cc3cccs3)ccc2OC[C@@H]2O[C@H](CC(=O)N[C@@H]3CCN(Cc4ccccc4)C3)CC[C@@H]21
 : 0.0	-23
- CO[C@@H]1CN(C)C(=O)c2ccc(NS(=O)(=O)c3c(C)noc3C)cc2OC[C@H](C)NC[C@@H]1C
 : 0.0	-25
- COc1ccc(C(=O)Nc2ccc3c(c2)C(=O)N(C)[C@H]2CC[C@@H](CC(=O)NCC4CC4)O[C@@H]2CO3)cc1
 : 0.0	-32
- CC(C)NC(=O)Nc1cccc2c1O[C@H](CN(C)C(=O)Nc1ccccc1)[C@@H](C)CN([C@@H](C)CO)C2=O
 : 0.0	-3
- COc1ccccc1C#Cc1ccc2c(c1)[C@@H]1[C@@H](CCN1S(=O)(=O)c1cn(C)cn1)[C@@H](CO)N2
 : 0.0	30
- O=C(NCC[C@H]1CC[C@H](NC(=O)c2ccccc2F)[C@@H](CO)O1)c1cnccn1
 : 0.0	-3
- O=C(c1cccc(F)c1)N1CC2(C1)[C@H](c1ccccc1)[C@@H](CO)N2Cc1ccccn1
 : x	-16
- C[C@@H](NC(=O)C[C@@H]1CC[C@H]2[C@@H](COC[C@@H](O)CN2Cc2ccc(C(F)(F)F)cc2)O1)c1ccccc1
 : 0.0	-1
- C[C@H](CO)N1C[C@H](C)[C@H](CN(C)Cc2cccc3c2OCCCO3)OCc2cnnn2CCCC1=O
 : 0.0	-5
- COc1ccc(NC(=O)N(C)C[C@@H]2OCCCC[C@H](C)Oc3ccc(NC(=O)c4ccncc4)cc3C(=O)N([C@@H](C)CO)C[C@H]2C)cc1
 : 0.0	-41
- NCC[C@@H]1CC[C@H](NS(=O)(=O)c2ccc(Cl)cc2)[C@H](CO)O1
 : 0.0	-6
- Cc1ccc(S(=O)(=O)N(C)C[C@H]2Oc3c(NS(C)(=O)=O)cccc3C(=O)N([C@@H](C)CO)C[C@H]2C)cc1
 : 0.0	-2
- O=C(Nc1cc(F)ccc1F)N1CCCCN2[C@H](C1)[C@H](c1ccc(C3=CCCCC3)cc1)[C@@H]2CO
 : 0.0	3
- C[C@H](CO)N1C[C@H](C)[C@H](CN(C)Cc2ccccc2C(=O)O)Oc2cc(-c3ccc(F)cc3)ccc2S1(=O)=O
 : 0.0	20
- Cn1cnc(S(=O)(=O)N[C@@H]2CC[C@@H](CC(=O)NCC3CCCCC3)O[C@@H]2CO)c1
 : 0.0	5
- CC(C)NC(=O)N1[C@H](CO)[C@@H](c2ccccc2-c2ccc(F)cc2)[C@@H]1C#N
 : 0.0	1
- O=C1CCCn2cc(nn2)COCCN1
 : 0.2	33
- Cc1ccc(S(=O)(=O)Nc2cccc3c2O[C@@H](CN(C)C(=O)Nc2ccc(C(F)(F)F)cc2)[C@H](C)CN([C@@H](C)CO)C3=O)cc1
 : 0.0	12
- C[C@@H]1CN([C@H](C)CO)C(=O)c2cc(NC(=O)Nc3cccc4ccccc34)ccc2O[C@@H](C)CCCCO[C@@H]1CN(C)S(=O)(=O)c1cn(C)cn1
 : 0.0	11
- COc1ccc2c3c(n(C)c2c1)[C@H](CO)N(CC1CC1)CC31CN(Cc2ccc(F)cc2)C1
 : 0.0	9
- O=C([C@H]1[C@H](CO)[C@H]2Cn3c(cccc3=O)[C@@H]1N2S(=O)(=O)c1ccccc1F)N1CCCCC1
 : 0.0	-18
- CCCNC(=O)C[C@@H]1CC[C@H]2[C@@H](COC[C@@H](O)CN2C(=O)c2ccc(F)cc2)O1
 : 0.1	-11
- O=C(c1ccccn1)N1[C@@H](CO)[C@@H](c2ccccc2)C12CN(Cc1ccccc1F)C2
 : x	13
- CCCC(=O)N1CC2(C1)CN(C(=O)Nc1cccc(F)c1)[C@H](CO)c1c2c2ccc(OC)cc2n1C
 : 0.0	11
- CN1C(=O)c2cc(NC(=O)c3ccc(C(F)(F)F)cc3)ccc2OC[C@H]2O[C@@H](CC(=O)NCc3ccc4c(c3)OCO4)CC[C@H]21
 : 0.3	12
- CCS(=O)(=O)NCC[C@H]1CC[C@H](NC(=O)Nc2cc(Cl)cc(Cl)c2)[C@@H](CO)O1
 : 0.0	-35
- CS(=O)(=O)N1[C@@H](CO)[C@@H](c2ccccc2)C12CN(Cc1cc(F)ccc1F)C2
 : x	3
- O=C(NCC[C@@H]1CC[C@H](NS(=O)(=O)c2ccc(F)cc2)[C@H](CO)O1)c1ccc2c(c1)OCO2
 : 0.0	-3
- COc1ccccc1NC(=O)N1CCCCN2[C@H](CO)[C@H](c3ccc(-c4cccc(C#N)c4)cc3)[C@@H]2C1
 : 0.0	53*
- O=C(C[C@@H]1C=C[C@@H](NC(=O)Nc2ccccc2F)[C@@H](CO)O1)NCc1ccc(-c2ccccc2)cc1
 : 0.0	3
- C/C=C/c1ccccc1[C@@H]1[C@H](C#N)N(C(=O)Cc2ccccn2)[C@H]1CO
 : 0.0	-3
- OC[C@@H]1[C@H](c2ccc(-c3cccc(F)c3)cc2)[C@H]2CN(Cc3cncnc3)CCCCN12
 : 0.0	-53
- CC(=O)N1[C@H](CO)[C@H](c2ccccc2)[C@H]1CNC(=O)CN1CCOCC1
 : 0.0	37
- CN1c2ccc(C#Cc3cccnc3)cc2[C@@H]2[C@@H](CCN2C(=O)c2cccc(F)c2)[C@H]1CO
 : 0.0	17
- COc1ccccc1-c1ccc([C@H]2[C@@H](CO)N(C(C)=O)[C@@H]2CN(C)C(C)=O)cc1
 : 0.0	-12

Remaining list, next part
Values in the order: Pax4 mRNA alpha TC1	DLD1 CTGF mRNA
- COc1ccc(-c2ccc([C@@H]3[C@@H](CO)N4C(=O)CN(C(=O)C5CC5)C[C@@H]34)cc2)cc1
 : 0.0	-7
- N#C[C@@H]1[C@@H](c2ccc(-c3cccnc3)cc2)[C@H](CO)N1C(=O)Nc1ccc(F)cc1
 : 0.0	33
- CS(=O)(=O)N1[C@H](C#N)[C@@H](c2ccc(C#Cc3cccc(F)c3)cc2)[C@@H]1CO
 : 0.0	-6
- COc1ccc2c3c([nH]c2c1)[C@@H](CO)N(C(C)=O)CC31CCN(S(=O)(=O)c2ccccc2)CC1
 : 0.0	-5
- O=C(C[C@@H]1C=C[C@H](NC(=O)Nc2ccc3c(c2)OCO3)[C@H](CO)O1)NCCCN1CCOCC1
 : 0.0	2
- CCC(=O)N1[C@@H]2c3ccc(-c4ccccc4OC)c(=O)n3C[C@@H]2[C@@H](CO)[C@@H]1C(=O)NCCCN(C)C
 : 0.0	-30
- COc1ccc2c3c(n(C)c2c1)[C@H](CO)N(S(C)(=O)=O)CC31CCN(C(=O)C2CCCC2)CC1
 : 0.0	13
- CN(C)CC(=O)N1[C@@H](C#N)[C@H](c2ccc(-c3cccc(C(=O)N(C)C)c3)cc2)[C@@H]1CO
 : 0.0	-2
- C[C@@H]1CN([C@@H](C)CO)C(=O)CCCn2cc(nn2)CO[C@@H]1CN(C)S(=O)(=O)c1cccc(C#N)c1
 : 0.0	-1
- O=C(Nc1ccc(F)cc1)N1C[C@H]2[C@@H](c3ccccc31)[C@@H](CO)N2C(=O)c1ccncc1
 : 0.0	-18
- CCCC(=O)Nc1ccc2c(c1)OC[C@@H](C)N(S(=O)(=O)c1cn(C)cn1)C[C@H](C)[C@H](OC)CN(C)C2=O
 : 0.0	-19
- COC(=O)C[C@H]1C=C[C@H](N)[C@H](CO)O1
 : 0.0	2
- COc1cccc(-c2ccc3c(c2)O[C@@H](CN(C)Cc2cccnc2)[C@@H](C)CN([C@@H](C)CO)S3(=O)=O)c1
 : 0.0	39
- Cc1noc(C)c1S(=O)(=O)N(C)C[C@H]1Oc2c(NC(=O)c3ccc(-c4nccs4)cc3)cccc2C(=O)N([C@H](C)CO)C[C@H]1C
 : 0.0	-7
- O=C(c1ccccc1F)N1CC2(C1)[C@H](c1ccccc1)[C@H](CO)N2CC1CCOCC1
 : x	-25
- O=C(Cc1cccnc1)N1[C@@H](CO)[C@@H](c2ccccc2)[C@@H]1CNCC1CCC1
 : 0.0	0
- O=C(Cc1cccnc1)N1CC(=O)N2[C@H](CO)[C@H](c3ccc(/C=C/c4ccccc4)cc3)[C@@H]2C1
 : 0.0	-3
- O=C(C[C@H]1CC[C@H]2[C@@H](COC[C@H](O)CN2Cc2ccc3c(c2)OCO3)O1)N1CCCCC1
 : 0.0	-1
- COc1ccc(CNC(=O)C[C@H]2C=C[C@H](NC(=O)c3cccc(F)c3)[C@H](CO)O2)cc1
 : 0.0	-14
- C[C@H](CO)N1C[C@H](C)[C@H](CN(C)Cc2ccncc2)Oc2ccc(NS(=O)(=O)c3ccc(F)cc3)cc2CC1=O
 : 0.0	13
- C[C@@H]1CCCCO[C@@H](CN(C)CC2CC2)[C@@H](C)CN([C@H](C)CO)C(=O)c2cc(NC(=O)c3ccccc3)ccc2O1
 : 0.0	-2
- O=C(C[C@H]1CC[C@@H]2[C@H](COC[C@H](O)CN2C(=O)Cc2ccccc2)O1)NC1Cc2ccccc2C1
 : 0.0	-3

Complete entries, quoted from the list. Order of values: Pax4 mRNA alpha TC1, DLD1 CTGF mRNA
Entry for COc1ccc(CNC(=O)C[C@H]2C=C[C@H](NC(=O)c3cccc(F)c3)[C@H](CO)O2)cc1 → 0.0, -14
Entry for O=C(C[C@H]1CC[C@@H]2[C@H](COC[C@H](O)CN2C(=O)Cc2ccccc2)O1)NC1Cc2ccccc2C1 → 0.0, -3
Entry for O=C(C[C@H]1CC[C@H]2[C@@H](COC[C@H](O)CN2Cc2ccc3c(c2)OCO3)O1)N1CCCCC1 → 0.0, -1
Entry for C[C@@H]1CCCCO[C@@H](CN(C)CC2CC2)[C@@H](C)CN([C@H](C)CO)C(=O)c2cc(NC(=O)c3ccccc3)ccc2O1 → 0.0, -2
Entry for O=C(Cc1cccnc1)N1[C@@H](CO)[C@@H](c2ccccc2)[C@@H]1CNCC1CCC1 → 0.0, 0
